CaV13 FRET inh: Primary screen for inhibitors of IQ motif and Ca2+-dependent inactivation inhibitor domain binding in CACNA1D, Förster resonance energy transfer in living cells, …; HEK cells, CFP/YFP FRET ICDI-IQ, plate reader, 10 min; percent FRET-ratio fall versus neutral wells; inhibition, % at 12.3 µM; actives 0.098% (n = 340,000);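 active = mean replicate inhibition of at least 30% and at least 1% of replicates passing that level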;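 note: 0% = median of the neutral control wells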
m5-HT2A agonist: mouse HTR2A agonism via beta-arrestin recruitment | P35363 | actives 0.66% (n = 360,000) | CHO-K1 mHTR2A beta-arrestin complementation, luminescence; percent of 30 µM serotonin response | activation, % at 7.6 µM;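 active = activation above a run cutoff, the mean activation of all tested compounds plus 3 SD, cut at about 14% in these data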;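 note: 0% = plate median of compound wells and 100% = 30 µM serotonin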
Target sequence (P35363 whole entry, looked up): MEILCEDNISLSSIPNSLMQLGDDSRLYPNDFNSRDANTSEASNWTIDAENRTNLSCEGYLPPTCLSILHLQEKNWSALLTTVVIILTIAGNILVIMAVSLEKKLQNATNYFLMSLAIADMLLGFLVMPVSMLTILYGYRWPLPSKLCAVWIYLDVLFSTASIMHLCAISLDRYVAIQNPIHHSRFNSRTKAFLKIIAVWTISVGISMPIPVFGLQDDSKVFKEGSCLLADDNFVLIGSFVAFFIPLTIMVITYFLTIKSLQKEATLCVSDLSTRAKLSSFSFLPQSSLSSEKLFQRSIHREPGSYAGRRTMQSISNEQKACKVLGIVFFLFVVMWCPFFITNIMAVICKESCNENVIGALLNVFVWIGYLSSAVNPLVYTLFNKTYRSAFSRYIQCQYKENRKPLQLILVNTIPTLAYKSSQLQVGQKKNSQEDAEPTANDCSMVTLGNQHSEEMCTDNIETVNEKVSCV
MC4R ag barr: agonists of human melanocortin 4 receptor (MC4R) beta-arrestin; P32245; U2OS MC4R beta-arrestin complementation, luminescence; percent of melanotan II response, DMSO zero; activation, % at 8.9 µM; actives 0.98% (n = 360,000);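 active = activation above a per-plate cutoff, the mean activation of sample wells on that plate plus 3 SD, cut at about 8% in these data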
Target sequence (P32245 whole entry, looked up): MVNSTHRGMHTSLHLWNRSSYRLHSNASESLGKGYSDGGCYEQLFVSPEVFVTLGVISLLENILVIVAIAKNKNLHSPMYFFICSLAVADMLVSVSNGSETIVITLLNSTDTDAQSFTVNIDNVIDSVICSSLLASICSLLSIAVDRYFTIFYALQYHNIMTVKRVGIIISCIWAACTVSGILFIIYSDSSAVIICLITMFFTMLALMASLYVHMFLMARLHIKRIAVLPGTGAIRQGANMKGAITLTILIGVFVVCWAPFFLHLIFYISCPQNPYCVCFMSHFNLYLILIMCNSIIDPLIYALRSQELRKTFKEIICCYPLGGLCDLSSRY
aDG glyco act: alpha-DG glycosylation activation; Pro5-aDG cells, alpha-DG glycosylation AlphaScreen (IIH6); 0% Pro5, 100% B10-LARGE cell signal; activation, % at 10 µM; actives 0.22% (n = 360,000);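 active = activation of at least 8% versus controls, or a plate z-score of at least 8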;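 note: Pro5 are CHO cells carrying HIG-tagged alpha-DG that lacks glycosylation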
Vif inh: HIV Vif inhibition; HEK293T cells, Vif self-association by quenched fluorescence, imaging, 24 h; inhibition, % at 7.49 µM; actives 0.35% (n = 340,000); in the data active = inhibition above about 50%, passing the limit was not always enough; note: some results filed as inactive read as strong as hits
N-glyco inh: N-linked glycosylation inhibition; D54 ERlucT glycosylation luciferase reporter, 24 h; percent of 100 nM tunicamycin response; reporter increase, % at 12.5 µM; actives 0.23% (n = 360,000); AID 588692;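 active = mean luciferase reporter signal, scaled so untreated is 0 and the glycosylation-blocking control 100, at or above a set limit in every replicate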;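 note: luciferase carries N-glycosylation sites so blocking glycosylation raises the light; 0% = median of neutral control wells and 100% = median of 100 nM tunicamycin wells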
ABCB6 inh MLPCN: human ABCB6 transporter inhibition. fluorescence ratio to DMSO, % at 10 µM. K562-ABCB6 porphyrin accumulation, flow cytometry, 1 h; stronger effect = lower value. actives 0.19% (n = 360,000). AID 602162. Q9NP58;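 active = fluorescence ratio to DMSO below 75%, the collection mean minus 3 SD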;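 note: signal is porphyrin accumulated inside mitochondria; 100% equals median channel fluorescence of DMSO control wells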
H9c2 protect: myocardial damage modulation in H9c2 cells; H9c2 cardiomyocytes, H2O2 injury protection, ATPLite, 2 h; protection from H2O2 cell death, % at 20 µM; actives 0.63% (n = 360,000); AID 588492;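 active = compounds giving at least 50% protection of heart cells from peroxide-induced death in the single-dose screen, raw or plate-pattern-corrected value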;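 note: 0% = DMSO wells with peroxide and 100% = DMSO wells without peroxide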
MC4R antag cAMP: antagonists of human melanocortin 4 receptor (MC4R). inhibition, % at 6.5 µM. P32245. MC4R-expressing cells, MTII-stimulated cAMP, LANCE TR-FRET. actives 0.48% (n = 360,000);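 active = inhibition above its plate's cutoff, the mean of tested wells on that plate plus 3 SD, cut at about 29% in these data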;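 note: 0% = Melanotan II alone and 100% = Melanotan II plus saturating MCL0020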
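Material: human MC4R-expressing U2OS cells. Probe or stimulus: Melanotan II challenge. Dosing: 6.5 µM single dose. Times: 30-min compound, 1-h challenge, 1-h detection, room temperature. Technique: TR-FRET with Eu-cAMP and labeled anti-cAMP, 671 nm. Replication: singlicate.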
PDI inh: inhibitors of human protein disulfide isomerase | P07237 | PDI insulin aggregation turbidity, A650, 90 min | inhibition, % at 10 µM | actives 0.052% (n = 350,000) | AID 588391;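 active = mean inhibition across replicates of 30% or more, whatever share of single replicates reach that level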;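 note: absorbance from insulin aggregation driven by PDI reduction with DTT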
An asterisk follows results filed as active; / = no result given.

Start of the listing, in advance:
SMILES	CaV13 FRET inh	m5-HT2A agonist	MC4R ag barr	aDG glyco act	Vif inh	N-glyco inh	ABCB6 inh MLPCN	H9c2 protect	MC4R antag cAMP	PDI inh
Cc1nn(C)c(C)c1/C=C1/CC2C3CC=C4CC(O)CCC4(C)C3CCC2(C)C1=O (centres undefined)	-5	0	-1.1	-0.1	4	-1	98	-15	4	-8
Cc1ccc(S(=O)(=O)CC(=O)c2cc(C)c(OC(=O)N(C)C)c(C)c2)cc1	-3	1	-2.2	-0.8	-6	-3	83	-1	14	0
CC(C)(C)c1ccc(O)c(CN2CCN(c3ccccc3)CC2)c1	-3	-2	2.5	0.2	/	0	97	-21	4	6
NC(Cc1ccccc1)c1nc(-c2ccccc2)no1 (centres undefined)	-2	4	0.0	0.1	4	-1	98	0	7	-1
O=C1NC(=O)N(c2ccc(Br)cc2)C(=O)/C1=C/c1ccsc1	-5	0	-1.2	0.2	4	3	93	8	22	0
O=c1[nH]c(=S)n(CCC2=CCCCC2)c(O)c1/C=N/N1CCOCC1	-20	2	-1.3	0.3	5	1	93	-8	-3	5
CCC(=O)OC1CCC2C3CCC4CC(=O)C=CC4(C)C3CCC12C (centres undefined)	-8	1	5.4	0.8	-2	-1	97	-7	4	-3
CCCCn1c(=O)c(C(=O)Nc2cccc(C)c2)c(O)c2ccccc21	-2	-1	-1.9	0.7	13	-2	101	46	-3	1
CCCC(=O)NC(Oc1ccc(OC)cc1)C(Cl)(Cl)Cl (centres undefined)	-19	2	-0.7	0.1	12	-1	90	-6	2	15
O=c1[nH]c2ccccc2n1C1CCN(C(c2ccnc3ccccc23)c2nnnn2-c2ccc3c(c2)OCCO3)CC1 (centres undefined)	-5	14	/	-0.5	-6	-4	94	43	/	/
CC(=O)N1CCC2(CC1)CC(=O)c1cc(OCC(=O)N3CCN(C)CC3)ccc1O2	-4	-3	0.8	-0.1	8	1	58*	-2	-4	-7
CSc1nc(C)c(Br)c(N2CC2)n1	-8	4	1.6	0.3	6	0	104	-2	-6	-7

All compounds of this part, from the start:
SMILES	CaV13 FRET inh	m5-HT2A agonist	MC4R ag barr	aDG glyco act	Vif inh	N-glyco inh	ABCB6 inh MLPCN	H9c2 protect	MC4R antag cAMP	PDI inh
Cc1nn(C)c(C)c1/C=C1/CC2C3CC=C4CC(O)CCC4(C)C3CCC2(C)C1=O (centres undefined)	-5	0	-1.1	-0.1	4	-1	98	-15	4	-8
Cc1ccc(S(=O)(=O)CC(=O)c2cc(C)c(OC(=O)N(C)C)c(C)c2)cc1	-3	1	-2.2	-0.8	-6	-3	83	-1	14	0
CC(C)(C)c1ccc(O)c(CN2CCN(c3ccccc3)CC2)c1	-3	-2	2.5	0.2	/	0	97	-21	4	6
NC(Cc1ccccc1)c1nc(-c2ccccc2)no1 (centres undefined)	-2	4	0.0	0.1	4	-1	98	0	7	-1
O=C1NC(=O)N(c2ccc(Br)cc2)C(=O)/C1=C/c1ccsc1	-5	0	-1.2	0.2	4	3	93	8	22	0
O=c1[nH]c(=S)n(CCC2=CCCCC2)c(O)c1/C=N/N1CCOCC1	-20	2	-1.3	0.3	5	1	93	-8	-3	5
CCC(=O)OC1CCC2C3CCC4CC(=O)C=CC4(C)C3CCC12C (centres undefined)	-8	1	5.4	0.8	-2	-1	97	-7	4	-3
CCCCn1c(=O)c(C(=O)Nc2cccc(C)c2)c(O)c2ccccc21	-2	-1	-1.9	0.7	13	-2	101	46	-3	1
CCCC(=O)NC(Oc1ccc(OC)cc1)C(Cl)(Cl)Cl (centres undefined)	-19	2	-0.7	0.1	12	-1	90	-6	2	15
O=c1[nH]c2ccccc2n1C1CCN(C(c2ccnc3ccccc23)c2nnnn2-c2ccc3c(c2)OCCO3)CC1 (centres undefined)	-5	14	/	-0.5	-6	-4	94	43	/	/
CC(=O)N1CCC2(CC1)CC(=O)c1cc(OCC(=O)N3CCN(C)CC3)ccc1O2	-4	-3	0.8	-0.1	8	1	58*	-2	-4	-7
CSc1nc(C)c(Br)c(N2CC2)n1	-8	4	1.6	0.3	6	0	104	-2	-6	-7
CCOC(=O)C1(CCOc2ccccc2)CCN(Cc2ccccc2OC)CC1	-5	-15	0.6	0.1	19	-2	99	-2	12	-12
CC(C)N1CCN(Cc2c[nH]c3ccccc23)CC1CCO (centres undefined)	-1	2	0.3	0.1	31	1	103	-5	2	11
COC(=O)C1=C(c2ccc(Cl)c(C(F)(F)F)c2)C[C@@H]2CC[C@H]1N2C(=O)NC(C)C	-19	-2	-0.8	0.1	0	-1	92	-1	-3	3
CC(C)Cc1nc(N2CCNCC2)c(C#N)c2c1CCC2	-4	-9	4.7	-0.1	-1	1	101	-6	8	-3
C=CCN1C(=O)/C(=C/c2cc(C)n(-c3cccnc3)c2C)C(=O)NC1=S	-3	0	-0.5	0.0	6	5	96	-3	7	10
CCOc1ccccc1N1C(=O)NC(=O)/C(=C/c2ccc3c4c(cccc24)CC3)C1=O	/	6	1.9	-0.2	-24	1	106	4	20	-1
COc1ccc(CNC(=O)CCC(=O)N2C[C@H]3C[C@H](C2)c2cccc(=O)n2C3)cc1OC	/	4	0.5	-0.1	1	-2	96	5	3	/
CC(Cc1ccccc1)NC(=O)NC(C)Cc1ccccc1 (centres undefined)	-5	-4	-0.3	2.4	-1	-4	105	-3	0	-2
C[C@H]1[C@@H](OS(=O)(=O)O)C[C@@H]2C[C@H]([C@@H](O)c3cc(=O)[nH]c(=O)[nH]3)NC3=NC[C@H]1N32	/	3	0.3	-0.3	-21	-23	104	2	7	/
Clc1ccc2nc3c(c(-c4ccccc4)c2c1)CNCC3	/	-1	-0.1	-0.1	1	3	103	0	0	2
Cc1nc2ccccc2c(=O)n1-c1ccccn1	/	5	-1.7	-0.1	7	-2	94	8	2	-10
O=C(c1ccc(CS(=O)(=O)c2ccccc2)o1)N1CCC2(CC1)OCCO2	-5	-1	-1.0	-0.4	-15	0	99	-5	2	8
CSc1nc(N)c(N=Nc2ccc([As](=O)(O)O)cc2)c(=O)[nH]1	-18	-3	-0.8	0.3	-3	2	97	3	7	-1
COc1ccc(CCNCc2ccc(Br)cc2)cc1OC	-4	-2	0.8	0.3	-8	1	101	4	7	4
CSc1ncc(Cl)c(C(=O)O)n1 (tested in a mixture with another compound)	-4	0	0.3	-0.1	-4	2	100	3	-1	-6
Cc1cccc(CSc2nc3c(cc2C#N)CN(C)CC3)c1	-10	3	0.2	-0.2	-3	2	103	6	-1	1
Cc1ccc(N2C(=O)NC(=O)/C(=C\c3cc(C)n(-c4cc(C(=O)O)cc(C(=O)O)c4)c3C)C2=O)cc1	-20	1	0.4	0.0	-1	1	99	-4	-3	4
O=C1CC(=O)N(Cc2ccccc2)C(=S)N1	-3	-2	-1.6	-0.2	11	1	102	-2	-1	6
CC(C(N)=O)N1CC(c2ccc(Cl)cc2)CC1=O (centres undefined)	-5	-1	1.3	-0.2	-4	1	107	4	-5	7
CN1CCCN(C(=O)COc2ccccc2)CC1	/	4	-1.6	-0.3	-1	1	100	4	2	9
CCN1C[C@]2(COC)CC[C@H](O)[C@@]34C5C[C@@H]6[C@@H](OC)C[C@@](O)(C5[C@H]6O)[C@](O)([C@@H](OC)C23)[C@@H]14 (some centres undefined)	/	-2	0.8	0.1	-7	1	99	2	15	/
CN1CCc2c(c(N3CCCCC3)nc3n[nH]c(N)c23)C1	-9	-15	-0.1	0.0	33	1	113	4	-6	16
C/C(=N\NC(=O)c1ccncc1)c1c(O)n(-c2ccccc2)c(=O)[nH]c1=O	1	-3	-2.8	0.4	2	-2	96	3	8	1
CNC(=O)ON(C(=O)NC)C1N(C)C(=S)SC1(C)C (centres undefined)	-3	1	0.9	0.1	2	3	97	2	6	4
Cn1c(O)c(C(c2ccccn2)c2c(O)n(C)c(=S)n(C)c2=O)c(=O)n(C)c1=S	/	1	2.7	0.0	-1	-2	97	3	-6	13
CC(Cc1ccccc1)NC(=O)C(c1ccc(N)cc1)c1ccc(N)cc1 (centres undefined)	-20	0	-0.8	0.0	-1	-2	97	-1	7	-10
Nc1c(C(=O)NCCN2CCOCC2)c2nc3ccccc3nc2n1Cc1ccccc1	-4	2	1.1	0.7	-10	1	97	17	-14	1
CCC1([N+](=O)[O-])COP(N)(=O)OC1 (centres undefined)	-9	-3	-0.7	0.8	4	5	94	-1	-2	16
CC(C)c1c(CN(C)C(C)Cc2ccccc2)n(C)n(-c2ccccc2)c1=O (centres undefined)	-5	0	6.3	0.1	-7	-7	100	-3	11	8
COC(=O)C1=C(c2ccc(C(C)=O)cc2)C[C@@H]2CC[C@H]1N2C(=O)N1CCC(O)CC1	-6	3	-0.7	-0.5	1	4	97	0	-7	1
O=C(CCc1ccc(O)cc1)N1C[C@H]2C[C@@H](C1)c1cccc(=O)n1C2	/	-3	-1.7	0.0	11	-1	92	5	2	/
Oc1ccc2c3c1O[C@H]1c4[nH]c5ccccc5c4C[C@@]4(O)[C@@H](C2)N(CC2CC2)CC[C@]314	-5	2	0.1	0.0	-1	-3	105	11	6	2
CCN(CC)c1ccc(CN2CC=C(c3ccc(F)cc3)CC2)cc1	/	-6	0.6	-0.4	5	1	99	-28	2	0
CCC(C)N1C(=O)NC(=O)C2(Cc3cc(C)ccc3N(C)C2)C1=O (centres undefined)	-4	-3	-1.8	0.0	-2	0	100	6	9	1
Cc1cc(OCC(=O)NCc2ccc(S(N)(=O)=O)cc2)c2c3c(c(=O)oc2c1)CCC3	-4	4	0.9	-0.2	6	0	97	3	-1	1
O=C(NCC1=C(c2ccc3ccccc3c2)C[C@@H]2CC[C@H]1N2Cc1ccco1)c1ccc([N+](=O)[O-])cc1	-9	-13	0.7	-0.3	0	-6	97	15	3	2
O=C1NC(=S)NC(=O)C1Cc1ccccc1	-7	-1	-1.4	-0.2	-8	-1	86	-5	4	-77
CCCOC(=O)C1C2c3ccccc3C(c3ccccc32)C1C(=O)O (centres undefined)	-12	-2	1.9	-0.4	0	0	101	2	6	6
Cc1ccccc1OP(N)(=O)Oc1ccccc1C	-22	2	-1.9	0.4	1	0	94	8	-1	-1
O=C(COC(=O)Cc1ccccc1)NCCNC(=O)COC(=O)Cc1ccccc1	-6	-2	1.6	0.1	34	1	88	3	-3	-1
O=c1[nH]c(=O)n(Cc2ccco2)c(O)c1C=NCCN1CCNCC1	2	4	-0.3	-0.2	-4	0	92	-3	3	-1

These rows are one share of the data (hit frequency here may not be typical).
